Plk1 PBD FP: blocks phosphopeptide binding to human Plk1 polo box domain; P53350; Plk1 PBD phosphopeptide binding, fluorescence polarization; inhibition, %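 (tested at about 20 µM)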; 97,000 tested, 0.13% active; AID 693; in the data active = inhibition above about 34%, passing the limit was not always enough
EphB4 antag: blocks human EphB4 binding to ephrin-B2. 97,000 tested, 0.15% active. AID 720. inhibition, % at 7 µM. EphB4 LBD / TNYL-RAW-Alexa532 peptide, fluorescence polarization. P54760;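 active = inhibition above the screen-wide mean inhibition plus 3 SD, cut at about 15% in these data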;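 note: 0% = DMSO wells and 100% = excess unlabeled TNYL-RAW peptide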
PLK1 inh: inhibitors of human PLK1 kinase | recombinant PLK1 kinase, TR-FRET peptide phosphorylation | inhibition, % at 10 µM | 97,000 tested, 0.53% active;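 active = inhibition of 50% or more in the single-concentration screen; inactive = inhibition below 50%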;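 note: 0% = DMSO max control and 100% = H-89 dihydrochloride min control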
F-actin modifier: cytoskeleton assembly modification | AID 836 | HUVEC TNFa F-actin phalloidin imaging, high content | 91,000 tested, 0.18% active | inhibition, % at 2 µM;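 active = inhibition above the batch mean plus 3 SD and confirmed as a hit by visual image inspection, cut at about 30% in these data, passing the limit was not always enough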; note: strong numbers were not always called active
Pyk2 oligo antag: antagonists of human Pyk2 oligomerization. Q14289. Q293 cells, Pyk2 FERM NanoBiT luminescence; active compounds read low. z-score (the deposit names both 25 µM and 10 µM). 99,000 tested, 0.83% active;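 active = Z-score of -3 or lower, scaled per plate to the spread of control and sample wells; inactive = z-score above -3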;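 note: negative z-score means lost luminescence so less FERM oligomerization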
Target sequence (Q14289 whole entry, looked up): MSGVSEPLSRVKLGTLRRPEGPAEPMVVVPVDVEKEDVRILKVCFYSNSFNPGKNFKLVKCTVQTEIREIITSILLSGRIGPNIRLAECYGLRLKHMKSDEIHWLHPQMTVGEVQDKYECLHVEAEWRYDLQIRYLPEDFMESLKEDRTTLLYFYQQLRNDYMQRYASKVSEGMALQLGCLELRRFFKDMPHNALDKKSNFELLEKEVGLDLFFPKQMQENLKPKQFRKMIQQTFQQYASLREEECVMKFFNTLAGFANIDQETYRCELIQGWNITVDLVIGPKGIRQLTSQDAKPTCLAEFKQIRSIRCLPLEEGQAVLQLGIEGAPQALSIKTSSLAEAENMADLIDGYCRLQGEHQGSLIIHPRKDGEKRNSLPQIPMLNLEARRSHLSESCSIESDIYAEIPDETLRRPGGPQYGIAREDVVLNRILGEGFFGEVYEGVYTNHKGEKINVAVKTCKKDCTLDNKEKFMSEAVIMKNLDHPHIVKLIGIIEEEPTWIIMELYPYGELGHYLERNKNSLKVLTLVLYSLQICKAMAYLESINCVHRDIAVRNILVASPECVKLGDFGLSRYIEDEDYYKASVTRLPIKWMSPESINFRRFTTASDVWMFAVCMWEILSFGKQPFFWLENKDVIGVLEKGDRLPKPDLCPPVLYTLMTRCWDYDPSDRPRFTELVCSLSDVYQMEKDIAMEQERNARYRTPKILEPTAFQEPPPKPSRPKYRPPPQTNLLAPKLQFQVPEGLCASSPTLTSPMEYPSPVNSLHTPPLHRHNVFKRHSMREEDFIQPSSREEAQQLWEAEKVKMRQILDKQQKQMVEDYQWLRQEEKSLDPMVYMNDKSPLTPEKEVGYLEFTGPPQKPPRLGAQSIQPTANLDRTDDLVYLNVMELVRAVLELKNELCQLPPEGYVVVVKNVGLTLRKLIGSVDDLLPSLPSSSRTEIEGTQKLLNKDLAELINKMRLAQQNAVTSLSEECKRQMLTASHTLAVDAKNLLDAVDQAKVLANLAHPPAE
LYP inh 2: inhibitors of human LYP (PTPN22) phosphatase; 96,000 tested, 0.21% active; AID 640; recombinant LYP catalytic domain, DiFMUP fluorescence; inhibition, % at 2 µM; Q9Y2R2;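 active = inhibition at 2 µM at or above a set limit, the screen mean plus 3 SD, cut at about 24% in these data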;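 note: 0% = DMSO with enzyme and 100% = enzyme fully blocked by orthovanadate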
LYP act: activators of human LYP (PTPN22) phosphatase. Q9Y2R2. recombinant LYP, DiFMUP fluorescence; 0 = plate median, 100 = signal doubled. activation, % at 2 µM. 96,000 tested, 0.11% active;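 active = activation at 2 µM above a set limit, the mean plus 5 SD, cut at about 37% in these data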
HIV Rev-RRE inh: disrupts HIV-1 Rev binding to RRE RNA | P05866 | Rev peptide-RRE RNA binding, FRET | inhibition, % at 8 µM | 97,000 tested, 0.79% active;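 active = inhibition above the screen-wide mean plus 3 SD, cut at about 35% in these data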;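 note: 0% = median DMSO wells and 100% = median Neomycin B control wells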
Target sequence (P05866 whole entry, looked up): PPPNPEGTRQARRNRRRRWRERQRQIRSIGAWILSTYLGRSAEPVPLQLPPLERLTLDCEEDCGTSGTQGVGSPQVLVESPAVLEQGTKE
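Test system: Cy5-tagged RRE RNA duplex with fluorescein-tagged Rev peptide | Read-out: % inhibition of FRET ratio versus controls | Probe or stimulus: Labelled Rev peptide | Incubation: 5 min RNA-compound premix plus 15 min binding step, 25 °C | Technique: FRET fluorescence readout | Benchmarks: DMSO low control, neomycin B high control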
FAK inh: blocks human focal adhesion kinase activity. 97,000 tested, 0.84% active. inhibition, %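 (tested at 7 µM)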. Q05397. biochemical FAK kinase activity assay; in the data active = inhibition above about 19%;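 note: 0% = DMSO and 100% = reference compound high control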
* = called active by the depositor; x = no result given.

nr	Structure	Plk1 PBD FP	EphB4 antag	PLK1 inh	F-actin modifier	Pyk2 oligo antag	LYP inh 2	LYP act	HIV Rev-RRE inh	FAK inh
1	CC(=O)N1CCN(c2ccc([N+](=O)[O-])c(NCC3CCCO3)c2)CC1 (stereo not given)	-1	-11	-6	-9	-0.63	-11	11	3	-1
2	CCC(=O)OCc1c(C(F)(F)F)nn(C)c1Oc1cccc(C(F)(F)F)c1	-20	3	-3	-4	0.86	11	-8	13	-8
3	COc1ccc(N2CCN(C(=O)CSc3nnc4c(C)cc5c(C)cc(C)cc5n34)CC2)cc1	-20	-6	-7	-22	-0.5	8	-4	-1	2
4	Cc1cc(C)n(C/C=C/Cn2nc(C)cc2C)n1	-1	2	-11	-5	0.67	17	-17	2	3
5	COC(=O)CCN(C(=O)c1cccc(OC(C)=O)c1)c1ccccn1	11	-7	-7	9	0.19	-13	11	1	0
6	COc1ccc(C(CC(=O)O)NC(=O)c2ccccc2)cc1OC (stereo not given)	-24	1	-11	-2	-0.17	0	-1	7	-2
7	CCCOc1ccc(N2C(=O)CC(NCCc3ccc(S(N)(=O)=O)cc3)C2=O)cc1 (stereo not given)	-23	10	13	x	1.9	1	0	5	-2
8	COC(=O)C(CC(C(=O)OC)C(=O)OC)C(=O)OC	-12	-3	0	-49	-0.23	-16	20	-2	-4
9	Cc1ccc(O)c(NC(=O)CCC2CCCCC2)c1	-23	5	-1	-16	-1.4	10	-8	5	2
10	CCOC(=O)c1ccc(Nc2cc(C)nc(C)c2C(=O)OCC)cc1	-16	1	-7	-9	-1.8	-3	4	16	-1
11	CCc1ccc(O)c(N=Cc2cccc(C)c2O)c1	9	-3	-3	x	-1	8	-9	9	-3
12	S=C(NCc1ccccc1)NCC1COc2ccccc2O1 (stereo not given)	-15	10	1	-24	-0.3	9	-5	-2	2
13	Cc1ccc(C(=O)Nc2cccc(-c3cnc4ccccc4n3)c2)cc1	-4	0	9	17	-0.81	5	-1	2	1
14	Cc1cc2ccccc2c(=O)n1CC(=O)NC1CCCCCC1	-27	-1	-1	x	0.27	1	-3	0	-3
15	O=c1c2sc3nc(N4CCOCC4)c4c(c3c2nnn1Cc1ccccc1)CCCC4	-9	2	-6	-10	0.89	15	-13	7	4

Exported as labelled records: 2 of the compounds above
(6) COc1ccc(C(CC(=O)O)NC(=O)c2ccccc2)cc1OC (stereo not given)
  Plk1 PBD FP: -24
  EphB4 antag: 1
  PLK1 inh: -11
  F-actin modifier: -2
  Pyk2 oligo antag: -0.17
  LYP inh 2: 0
  LYP act: -1
  HIV Rev-RRE inh: 7
  FAK inh: -2

(7) CCCOc1ccc(N2C(=O)CC(NCCc3ccc(S(N)(=O)=O)cc3)C2=O)cc1 (stereo not given)
  Plk1 PBD FP: -23
  EphB4 antag: 10
  PLK1 inh: 13
  F-actin modifier: x
  Pyk2 oligo antag: 1.9
  LYP inh 2: 1
  LYP act: 0
  HIV Rev-RRE inh: 5
  FAK inh: -2

The list continues.
nr	Structure	Plk1 PBD FP	EphB4 antag	PLK1 inh	F-actin modifier	Pyk2 oligo antag	LYP inh 2	LYP act	HIV Rev-RRE inh	FAK inh
16	O=C(CC1c2ccccc2Oc2ccccc21)NCc1ccco1	-4	3	-9	-27	-0.44	-1	-2	0	3
17	CC(=O)NC1(C(F)(F)F)C(=O)NC(C)=C1C#N (stereo not given)	19	-6	-10	4	-0.15	-4	4	5	1
18	CCC(=O)Nc1ccc(-c2nn3c(C)nnc3s2)cc1C	23	1	-6	-5	-0.27	2	1	4	0
19	C/C(=N\OC(=O)c1ccccc1F)c1nccs1	11	-4	-5	10	0.01	-9	11	3	-7
20	O=C(c1nn(Cc2ccccc2)c(=O)c2ccccc12)N1CCN(C/C=C/c2ccccc2)CC1	2	-5	-3	-5	-0.91	-11	15	-1	0
21	Cc1ccccc1-n1nnnc1SCc1csc(-c2ccccc2)n1	-5	3	-10	-8	-2.8	3	-2	18	0
22	Cc1ccc2ccc(C(Nc3ccccn3)c3ccccc3)c(O)c2n1 (stereo not given)	-2	2	-8	7	x	4	-4	9	1
23	CCN1CCN(C(=O)CN(Cc2ccccc2)S(C)(=O)=O)CC1	-16	6	-4	2	0.37	1	-6	1	4
24	COc1cc(S(=O)(=O)N2CCCCC2)ccc1NC(C)=O	6	-3	3	-2	-0.42	-22	19	3	-1
25	CCOc1ccc(N2CC(=O)Nc3ccccc3NCC2=O)cc1	1	9	0	-46	-0.91	4	-5	6	-4
26	CC12c3ccccc3C(c3ccccc31)C1C(=O)N(Cc3cccnc3)C(=O)C12 (stereo not given)	-14	4	-11	4	-0.58	7	-4	4	2
27	O=c1[nH]c2cc3c(cc2cc1CN(Cc1ccc2c(c1)OCO2)Cc1nnnn1CC1CCCO1)OCO3 (stereo not given)	-1	5	-1	6	0.79	0	4	11	-2
28	CCOC(=O)CCNc1n[nH]c(=O)[nH]c1=O	-33	-5	0	-28	0.69	13	-10	6	1
29	CCCC(=O)Nc1ccc(C#Cc2ccccc2)cc1	-27	-5	-2	7	-1.3	-6	9	3	3
30	O=C(NCCc1c[nH]c2ccccc12)c1c(Cl)nc2sccn12	-10	-5	-5	0	0.4	-1	0	6	-2
31	O=C(Nc1ccccc1)c1cnc(-c2ccccc2)nc1-c1ccccc1	0	-7	-10	-19	-0.43	0	4	7	-3
32	CCn1nnnc1SCC(=O)Nc1ccc2c(c1)OCCO2	-18	2	-10	11	0.24	-4	4	7	0
33	COc1ccc(S(=O)(=O)N2CCN(CC(=O)Nc3ccc(F)c(F)c3)CC2)cc1	15	2	-11	2	1.6	10	-6	14	5
34	CN1C(=O)c2ccccc2N(C)C1c1cccs1 (stereo not given)	-7	4	14	38	0.64	1	-3	7	3
35	Cc1ccc(C(=O)c2cc(C)sc2NC(=O)CN2CCN(C(=O)c3ccco3)CC2)cc1	-19	5	2	26	-2	-7	5	3	-1
36	CC(C)[C@H](NC(=O)Nc1ccc(Oc2ccccc2)cc1)C(=O)O	1	2	-11	-25	0.32	8	-10	-2	-2
37	O=C(NCc1cccnc1)C1COc2ccccc2O1 (stereo not given)	28	1	-8	-13	-0.13	1	1	5	-3
38	CCCCc1c(O)nc(SCC(=O)N2CCCCC2)n(-c2ccccc2C)c1=O	-16	1	-6	-63	0.29	-4	1	-3	1
39	COc1ccc(N2CCN(c3ncccn3)CC2)cc1	-5	-2	-9	1	-0.22	4	-5	-1	-1
40	COc1ccccc1NC(=O)c1ccc2nc(-c3ccccc3)c(-c3ccccc3)nc2c1	-10	-2	-4	-10	2.1	2	-3	10	4
41	O=C(CSc1nnc(Cc2ccccc2)o1)NC1CC2CCC1C2 (stereo not given)	-15	3	-14	47	0.11	-11	10	7	0
42	Cc1cc2n(n1)C(c1ccc3c(c1)OCO3)Nc1ccccc1-2 (stereo not given)	8	-7	-5	-50	-0.84	-12	10	0	3
43	O=C1C2N=NN(CC(=O)N3N=C(c4cccc5ccccc45)CC3c3ccccc3)C2C(=O)N1c1ccccc1 (stereo not given)	1	0	-14	-6	0.58	7	-7	2	1
44	COc1cccc(N2CCN(C(=S)NCCc3ccccc3)CC2)c1	-12	2	-5	60	-0.09	14	-10	0	-8
45	Cc1cc(C)nc(NC2=NCC(=O)N2c2ccccc2Br)n1	6	-7	0	1	x	-1	-1	3	2
46	CCOC(=O)c1c(C)n(C)c2ccc(OCC(O)CN3C(=O)c4ccccc4S3(=O)=O)cc12 (stereo not given)	-12	7	-9	-5	-0.97	-21	17	5	4
47	Cc1nc2[nH]c(=O)c3c(n2n1)NC1=C(C(=O)CC(C)(C)C1)C3c1ccc(F)cc1 (stereo not given)	-9	-10	-2	-1	1.2	0	-1	6	1
48	CC(=O)NNC(=O)C(O)(c1ccccc1)c1ccccc1	-28	-9	-5	-3	0.38	12	-8	3	1
49	CC12CC(c3ccccc3O1)C(C(=O)N1CCOCC1)C(=O)N2 (stereo not given)	-8	2	6	26	-0.25	-6	3	8	5
50	COc1ccc(S(=O)(=O)N2CCCC(C(=O)Nc3ccc(NC(=O)c4ccccn4)cc3)C2)cc1 (stereo not given)	1	-1	-11	-10	-2.2	-1	0	5	1
51	CCOC(=O)N1CCN(C(=O)c2sc3nc(-c4ccc(F)cc4)cn3c2C)CC1	-7	3	-11	x	0.7	-8	8	4	-4
52	Cc1ccc(N(C(C)C(=O)Nc2ccc3c(c2)OCO3)S(C)(=O)=O)cc1 (stereo not given)	-4	-1	-5	-7	1.1	-2	-2	-2	-1
53	OC(COc1ccc2ccccc2c1)Cn1ccnc1 (stereo not given)	12	6	-5	9	0.4	-6	4	5	1
54	CN1CCN(c2nc(-c3ccncc3)nc3ccccc23)CC1	17	5	53*	6	0.31	8	-11	7	-1
55	N#CC1=C(N)Oc2cc(N)ccc2C1C1CCCCC1 (stereo not given)	18	5	-4	x	-1.3	10	-11	12	1
56	Cc1cc(NC(=O)Cn2cnc3sc(C)c(-c4ccccc4)c3c2=O)no1	12	-6	1	-8	-1.1	9	-13	10	3
57	CCOc1ccc2c(c1)-c1c(ssc1=S)C(C)(C)N2	-12	-3	-13	-1	-0.4	-25	24	-5	4
58	Cc1cc(NCCCCO)n2c(nc3ccccc32)c1C#N	0	3	-12	-14	-0.14	0	1	9	1
59	CCCNC(=O)c1c[nH]c2ccc(S(=O)(=O)N(C)c3ccc(OCC)cc3)cc2c1=O	-9	1	1	26	x	1	-2	13	3
60	COc1cc2c(cc1NC(=O)c1cccc(Br)c1)CCCC2	-3	-1	1	6	0.13	-1	6	13	-2

Exported with values under each structure: 14 of the compounds above.
Values run as follows: Plk1 PBD FP | EphB4 antag | PLK1 inh | F-actin modifier | Pyk2 oligo antag | LYP inh 2 | LYP act | HIV Rev-RRE inh | FAK inh
47. Cc1nc2[nH]c(=O)c3c(n2n1)NC1=C(C(=O)CC(C)(C)C1)C3c1ccc(F)cc1 (stereo not given)
→ -9 | -10 | -2 | -1 | 1.2 | 0 | -1 | 6 | 1
48. CC(=O)NNC(=O)C(O)(c1ccccc1)c1ccccc1
→ -28 | -9 | -5 | -3 | 0.38 | 12 | -8 | 3 | 1
49. CC12CC(c3ccccc3O1)C(C(=O)N1CCOCC1)C(=O)N2 (stereo not given)
→ -8 | 2 | 6 | 26 | -0.25 | -6 | 3 | 8 | 5
50. COc1ccc(S(=O)(=O)N2CCCC(C(=O)Nc3ccc(NC(=O)c4ccccn4)cc3)C2)cc1 (stereo not given)
→ 1 | -1 | -11 | -10 | -2.2 | -1 | 0 | 5 | 1
51. CCOC(=O)N1CCN(C(=O)c2sc3nc(-c4ccc(F)cc4)cn3c2C)CC1
→ -7 | 3 | -11 | x | 0.7 | -8 | 8 | 4 | -4
52. Cc1ccc(N(C(C)C(=O)Nc2ccc3c(c2)OCO3)S(C)(=O)=O)cc1 (stereo not given)
→ -4 | -1 | -5 | -7 | 1.1 | -2 | -2 | -2 | -1
53. OC(COc1ccc2ccccc2c1)Cn1ccnc1 (stereo not given)
→ 12 | 6 | -5 | 9 | 0.4 | -6 | 4 | 5 | 1
54. CN1CCN(c2nc(-c3ccncc3)nc3ccccc23)CC1
→ 17 | 5 | 53* | 6 | 0.31 | 8 | -11 | 7 | -1
55. N#CC1=C(N)Oc2cc(N)ccc2C1C1CCCCC1 (stereo not given)
→ 18 | 5 | -4 | x | -1.3 | 10 | -11 | 12 | 1
56. Cc1cc(NC(=O)Cn2cnc3sc(C)c(-c4ccccc4)c3c2=O)no1
→ 12 | -6 | 1 | -8 | -1.1 | 9 | -13 | 10 | 3
57. CCOc1ccc2c(c1)-c1c(ssc1=S)C(C)(C)N2
→ -12 | -3 | -13 | -1 | -0.4 | -25 | 24 | -5 | 4
58. Cc1cc(NCCCCO)n2c(nc3ccccc32)c1C#N
→ 0 | 3 | -12 | -14 | -0.14 | 0 | 1 | 9 | 1
59. CCCNC(=O)c1c[nH]c2ccc(S(=O)(=O)N(C)c3ccc(OCC)cc3)cc2c1=O
→ -9 | 1 | 1 | 26 | x | 1 | -2 | 13 | 3
60. COc1cc2c(cc1NC(=O)c1cccc(Br)c1)CCCC2
→ -3 | -1 | 1 | 6 | 0.13 | -1 | 6 | 13 | -2
